# Screening results deposited in PubChem BioAssay by National Center for Advancing Translational Sciences (NCATS).
# PLK1 PBD inh: blocks phosphopeptide binding to human PLK1 polo-box domain | AID 720504 | Plk1 PBD binding of FITC phosphopeptide, fluorescence polarization | 360,000 tested, 2.8% active | P53350 | Potency, µM, without a hit: max response, negative = inhibition, hits mostly inhibitors; further: potency means the concentration at half of the fitted maximal effect; series mostly up to about 57 µM; on the % scale 0 is the no-effect control and ±100 the full control effect; nearly all actives have a fitted effect of over 65% in size
# Target sequence (P53350 whole entry, looked up, the tested form may be a part): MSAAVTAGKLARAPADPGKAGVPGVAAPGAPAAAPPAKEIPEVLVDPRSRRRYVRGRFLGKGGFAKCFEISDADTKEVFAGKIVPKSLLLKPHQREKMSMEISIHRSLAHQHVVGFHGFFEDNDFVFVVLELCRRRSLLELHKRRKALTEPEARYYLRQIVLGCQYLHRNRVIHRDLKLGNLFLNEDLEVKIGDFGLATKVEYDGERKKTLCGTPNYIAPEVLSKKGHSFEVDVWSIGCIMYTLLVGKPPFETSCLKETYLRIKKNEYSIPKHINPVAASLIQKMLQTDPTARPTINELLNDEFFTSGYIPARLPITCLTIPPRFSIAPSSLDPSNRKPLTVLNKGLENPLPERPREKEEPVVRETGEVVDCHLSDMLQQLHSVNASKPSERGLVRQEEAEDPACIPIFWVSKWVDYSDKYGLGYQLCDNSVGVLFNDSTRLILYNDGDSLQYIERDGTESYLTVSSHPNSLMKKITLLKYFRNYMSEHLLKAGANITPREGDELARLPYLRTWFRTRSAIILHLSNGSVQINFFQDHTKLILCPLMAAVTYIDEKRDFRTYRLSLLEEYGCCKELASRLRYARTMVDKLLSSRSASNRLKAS
# EPAC1 antagonist: blocks human EPAC1 exchange factor | O95398 | EPAC1 GEF assay, Rap1b-BODIPY-GDP exchange fluorescence | Potency, µM (series often up to 115 µM), for inactives: at the highest dose activity change, negative = inhibition, hits mostly inhibitors | 360,000 tested, 0.14% active;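 further: potency means the concentration at half of the fitted maximal effect; plate controls were vehicle for no effect and positive control for full effect; nearly all actives have a fitted effect of over 50% in size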
# WRN helicase inh: WRN helicase (human) inhibition. WRN helicase unwinding, fluorescent forked duplex, kinetic. AID 651768. 360,000 tested, 0.46% active. Potency, µM (doses to about 114 µM), without a hit: at the highest dose activity change, negative = inhibition, usual class: inhibitors. Q14191; further: potency means the concentration at half of the fitted maximal effect; on the % scale 0 is the no-effect control and ±100 the full control effect; nearly all actives have a fitted effect of over 55% in size
#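 WRN at 20 nM final was preincubated with compound for 15 min at room temperature; reaction started with 100 nM forked duplex oligonucleotide carrying fluorophore and quencher plus 2 mM ATP (final). Unwinding followed kinetically by red fluorescence (ex 525/em 598 nm).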
# CCT modulator: modulators of cytosolic chaperonin (CCT/TRiC) activity; purified chaperonin ATPase assay, HTRF ADP detection, 30 min; activity change, % (test concentration not listed), hits read low; 360,000 tested, 0.3% active; in the data active means activity change below about -30%; further: on the % scale 0 is the no-effect control and ±100 the full control effect
#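 ATPase activity: ADP formed was measured by HTRF Transcreener (665/615 nm ratio) after 30 min at 37 deg C with 10 uM ATP. Compounds screened at one 76 uM concentration against 40 or 20 nM TRiC in Tris pH 7.4/KCl/MgCl2/DTT buffer.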
# IL-2 act: activates IL-2 in a cell-based reporter assay; AID 652025; IL-2 activation reporter assay, cell-based qHTS; stimulated with anti-CD3/CD4/CD28 beads; in transgenic mouse T cells; 360,000 tested, 0.065% active; activation, % (series mostly up to about 46 µM); in the data active means activation above about 50%; inconclusive means mostly about 30% to 49%; further: 0% is about no effect
#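 EGFP and DsRed fluorescence is measured by plate cytometry in unstimulated transgenic mouse T cells exposed to compound for 60 minutes, then stimulated 18 hours at 37 degrees C with anti-CD3/anti-CD4 beads plus anti-CD28.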
# EPAC1 agonist: EPAC1 (human) agonism; EPAC1 agonist qHTS, biochemical assay; response scale: 100% = response to 6.5 mM cAMP; Potency, µM (highest dose often 154 µM), for the others: at the highest dose activation, actives largely listed as activators; 360,000 tested, 0.073% active; further: potency means the concentration at half of the fitted maximal effect; nearly all actives have a fitted effect of over 60% in size
#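 Read-out is the fluorescence drop as BODIPY-GDP leaves Rap1B (480 nm excitation, 540 nm emission), recorded every 5 minutes over 30 minutes. Reactions held 100 nM EPAC1, 250 nM Rap1B–BODIPY-GDP and 50 uM GDP, with 6.5 mM cAMP setting full activation.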
# PI5P4K alpha inh: PI5P4K alpha (human) kinase inhibition | P48426 | PI5P4Kalpha enzyme, ADP-Glo luminescence, 60 min; active compounds read low | max response, % | 330,000 tested, 1.2% active | AID 652105; active means max response of -50% or lower; inconclusive means between -30% and -50%; inactive means -30% or higher; further: value at the top dose of about 77 µM; on the % scale 0 is the no-effect control and ±100 the full control effect
# Target sequence (P48426 whole entry, looked up): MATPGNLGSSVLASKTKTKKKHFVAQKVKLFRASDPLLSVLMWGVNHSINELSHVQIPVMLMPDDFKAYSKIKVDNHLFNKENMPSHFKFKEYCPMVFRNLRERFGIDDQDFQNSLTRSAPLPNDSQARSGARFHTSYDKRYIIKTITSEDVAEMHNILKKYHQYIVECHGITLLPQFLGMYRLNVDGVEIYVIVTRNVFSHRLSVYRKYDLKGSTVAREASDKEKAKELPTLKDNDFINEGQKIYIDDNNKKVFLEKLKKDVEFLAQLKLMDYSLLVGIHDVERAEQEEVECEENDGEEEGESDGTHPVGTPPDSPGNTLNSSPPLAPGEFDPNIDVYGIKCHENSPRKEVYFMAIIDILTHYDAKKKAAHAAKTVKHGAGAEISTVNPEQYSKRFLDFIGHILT
#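 Enzyme plus substrate dispensed, test compounds pinned in, then ATP (5 microM final) added. After 60 min at RT, ADP-Glo reagent 1 for 45 min and reagent 2 for 30 min preceded luminescence imaging.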
# EPAC2 ag: activates human EPAC2 exchange factor; Q8WZA2; EPAC2 activation, biochemical qHTS; response scale: 100% = 6.5 mM cAMP response; Potency, µM (doses to about 154 µM), for the others: at the top dose activation, most hits filed as activators; 360,000 tested, 0.079% active; AID 720711; further: potency means the concentration at half of the fitted maximal effect; nearly all actives have a fitted effect of over 50% in size
#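 Each well held 100 nM EPAC2, 250 nM RAP1B-BODIPY-GDP and 50 uM GDP. Fluorescence, read at 5-min intervals to 30 min, was referenced to a 6.5 mM cAMP positive control.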
# An asterisk follows results filed as active; ? = inconclusive; . = no result given; [ ] = remark or other dose. Unless noted, the call rests on the fitted dose curve; in most records, active means well fitted curve in the direction sought with a large enough effect; inconclusive means small, poorly fitted or top-dose-only effect, or another doubt; inactive means no such curve, though single readings can be large; an effect the other way counts as inactive or inconclusive. The list is partial (hit frequency here may not be typical).
# Each structure is followed by: PLK1 PBD inh	EPAC1 antagonist	WRN helicase inh	CCT modulator	IL-2 act	EPAC1 agonist	PI5P4K alpha inh	EPAC2 ag
1	CCOC(=O)c1c(NC(=O)c2cc(C)oc2C)sc(C(=O)Nc2ccc(Cl)cc2)c1C
 : -21%	5%	-2%	-2.0	-2.2	0%	-6	-15%
2	CCC[C@H]1CCCC/C=C\CCCC(=O)OCCN1C(=O)OC(C)(C)C
 : -2%	-5%	-3%	-2.2	-3.1	-7%	14	-3%
3	C#CCNC(=O)C[C@@H]1C[C@@]2(C(=O)OC)CC(C)(C)CC=C2N(CCCCCCCC)C1=O
 : 1%	-22%	-8%	.	0.1	-17%	23	-11%
4	COc1ccc(S(=O)(=O)N2CCCCCC2)cc1C(=O)N(C)CC(=O)Nc1ccccc1C(F)(F)F
 : 3%	5%	0%	1.8	-0.2	4%	9	2%
5	O=c1c2cc(N3CCOCC3)ccc2[nH]c(=S)n1Cc1ccc(Cl)cc1
 : -2%	0%	-7%	1.0	0.6	-8%	-1	-1%
6	CC(C)NS(=O)(=O)c1ccc(OCC(=O)NCc2ccccc2)cc1
 : 2%	3%	1%	-5.2	-0.3	-10%	2	-23%
7	c1ccn2c(SCc3ccc4c(c3)OCCO4)nnc2c1
 : -5%	-1%	1%	-1.9	0.2	4%	-5	6%
8	CC(C)(C)C(=O)N1c2ccccc2CCc2ccccc21
 : -12%	-5%	-2%	-1.2	-0.7	-4%	5	7%
9	CCCc1nn(C)c(C(=O)Nc2ccc(C(C)(C)C)cc2)c1Cl
 : -2%	-15%	-33%[57.1 µM]	0.1	-0.1	14%	-1	-11%
10	S=c1[nH]nc(CN2CCCCC2)n1-c1ccc(Cl)cc1
 : 2%	10%	2%	-11	0.5	4%	-3	3%
11	COc1ccc(NC(=O)c2c(NC(=O)CNCC(C)C)sc3c2CCC3)c(OC)c1
 : -20%	-17%	-14%	0.6	3.2	-24%	5	-1%
12	O=C(COC(=O)/C=C/c1ccc(OC(F)F)cc1)NC1CCCCCCC1
 : 2%	-3%	14%	-0.2	-3.3	-7%	2	-6%
13	CC(NC(=O)COC(=O)c1cc(NS(=O)(=O)c2ccc(Cl)c([N+](=O)[O-])c2)ccc1O)C1CC2CCC1C2 (centres undefined)
 : -7%	0%	-6%	-1.8	-0.7	7%	2	-5%
14	CCOC(=O)CC1CCCCN1C(=O)c1cc(COc2cccc3cnccc23)on1 (centres undefined)
 : 1%	-6%	4%	0.0	-0.2	-3%	-7	4%
15	CCCn1c(SCC(=O)NC2CCCC2)nnc1C(C)C
 : 6%	16%	-2%	1.9	-0.8	-3%	2	0%
16	COc1ccc(NC2CCN(C3CC(=O)N(c4ccc(F)c(Cl)c4)C3=O)CC2)cc1 (centres undefined)
 : -12%	-9%	-13%	-3.5	-0.6	1%	1	6%
17	O=C(OCc1ccc([N+](=O)[O-])cc1)c1cc(=O)c2ccccc2o1
 : -7%	?	?	-1.3	-0.8	2%	-1	9%
18	NC(=O)c1c(NC(=O)COC(=O)c2ccc(S(=O)(=O)Nc3ccccc3)cc2)sc2c1CCCC2
 : -13%	-2%	?	-2.5	-0.1	-7%	-26	10%
19	CCn1nccc1C(=O)Nc1ccccc1OC
 : 10%	-14%	0%	0.9	-0.7	-2%	-1	-2%
20	Cc1c(C(=O)Nc2ccc(Cl)cc2)c2ccccn2c1C(=O)c1ccc(F)cc1
 : 1%	0%	-3%	-1.8	-1.3	4%	3	-4%
21	CN(C)C(=O)c1cc(Cl)ccc1Sc1cc(Cl)ccc1Cl
 : -9%	-10%	-34%[57.1 µM]	-1.7	-1.7	8%	1	5%
22	C/C(=N\NC(=O)c1cc(C)oc1C)c1ccc(C)c([N+](=O)[O-])c1
 : -3%	9%	7%	0.0	0.6	-2%	-8	7%
23	CN(C)S(=O)(=O)c1cc(C(=O)O)c(NC2CCCCC2)cc1Cl
 : -3%	8%	-1%	-3.8	-2.1	8%	.	1%
24	COc1ccc(-c2cc(C(F)(F)F)nc(N3CCOCC3)n2)cc1OC
 : -2%	-4%	5%	-2.5	-1.2	4%	1	-8%
25	Cc1cccc(C(=O)Nc2nnc(S(=O)(=O)N(C)Cc3ccco3)s2)c1
 : ?	-25%	-20%	-0.6	-1.5	-17%	-15	6%
26	Cc1ccc(C(=O)OCC(=O)Nc2ccccc2Cl)c(O)c1
 : 9.5µM*	1%	5%	-3.1	-3.1	-4%	-17	0%
27	C=CCOC(=O)c1cc(-c2ccc(/C=C3\C(=O)NC(=O)C(C#N)=C3C)o2)ccc1Cl
 : 6µM*	?	11µM*	-0.8	1.3	6%	-27	-9%
28	Cc1cc(=O)[nH]c(Nc2cccc(Br)c2)n1
 : 1%	-4%	0%	2.0	-0.2	8%	-1	0%
29	N#Cc1c(SCC(=O)O)nc(-c2ccccc2)c2c1CCCC2
 : -18%	4%	-3%	-3.7	-0.1	-5%	-9	-8%
30	CCOc1ccc(/C=C(\C#N)C(=O)Nc2ccccn2)cc1
 : 0%	-9%	4%	0.4	2.5	-15%	-13	2%
31	COc1cc(NC(=O)Cc2nn(C)c(=O)c3ccccc23)cc(OC)c1
 : -4%	-3%	-8%	1.9	-3.4	0%	6	3%
32	CCOc1ccc(OCC(O)CN2CCN(S(=O)(=O)c3cccc(C(F)(F)F)c3)CC2)cc1 (centres undefined)
 : -15%	-7%	1%	-1.8	-0.3	-8%	-5	1%
33	CC(C)N(C)c1ncnc2c1ncn2[C@H]1CN(Cc2cccs2)C[C@@H](CO)O1
 : 5%	5%	16%	0.5	-0.8	-8%	-2	0%
34	Cc1nc2ncnn2c(N2CCCC(C(=O)Nc3ccc4c(c3)CCC4)C2)c1C (centres undefined)
 : -2%	3%	-6%	-2.8	-2.1	-3%	.	7%
35	Cc1cccc(NS(=O)(=O)c2ccc(C)c(C(=O)NC3CCN(Cc4ccccc4)CC3)c2)c1
 : -5%	7%	-7%	2.5	-0.1	-18%	-10	7%
36	O=C(CCC(=O)n1ncc2ccccc21)N1CCCCC1
 : -3%	3%	3%	-1.6	-2.6	1%	-6	2%
37	O=C(c1ccc([N+](=O)[O-])cc1)N(Cc1ccccc1)c1ccccn1
 : -1%	-2%	1%	-0.2	-0.4	6%	0	10%
38	NS(=O)(=O)Oc1ccccc1
 : -11%	-2%	2%	-1.9	-0.3	8%	3	11%
39	Brc1ccc(OCCOCCN2CCOCC2)cc1
 : -3%	12%	-3%	-2.5	1.1	8%	.	8%
40	C#CCNC(=O)C[C@@H]1C[C@@]2(C(=O)OC)CCCCC=C2N(CCCCCCCC)C1=O
 : -4%	-26%	-10%	-0.6	-0.3	-26%	13	-3%
41	COc1ccc(NC(=O)CN2CCN(CC(=O)Nc3ccc(F)cc3F)CC2)cc1
 : -3%	-7%	-1%	1.3	-0.5	10%	-1	3%
42	COC(=O)Cc1csc(NC(=O)c2ccc3ncsc3c2)n1
 : -7%	11%	-15%	-1.8	-0.9	6%	-18	11%
43	CC1(C)CC(NC(=O)COc2ccc3ccc(=O)oc3c2)CC(C)(C)N1
 : -12%	3%	3%	-2.3	-3.2	7%	-4	-1%
44	Cc1ccc(NC(=O)C2CCN(C(=O)OC(C)(C)C)CC2)cc1S(=O)(=O)N1CCCCC1
 : 6%	4%	-8%	1.2	-0.8	-11%	-2	-4%
45	CCS(=O)(=O)N1CCN(c2ccc(C(=O)N3CCOCC3)cc2[N+](=O)[O-])CC1
 : ?	3%	-1%	0.3	0.4	9%	0	-2%
46	O=C(CNC(=O)c1ccc(F)cc1)NCc1ccc(Cl)cc1
 : 3%	7%	-9%[57.1 µM]	-0.6	0.1	-4%	4	4%
47	CC(=O)c1c(C)[nH]c(C(=O)NCc2cccs2)c1C
 : -12%	1%	8%	-3.2	-2.5	4%	0	14%
48	S=C(NCCc1ccccc1)Nc1ccccn1
 : -13%	-7%	-1%	-3.3	-0.2	-4%	-12	1%
49	O=C(Nc1ccc(Cl)cn1)c1ccc(COCC(F)(F)C(F)F)o1
 : -4%	3%	3%	-0.8	0.9	-3%	.	8%
50	Cc1ccc(-n2cccc2C(=O)NS(=O)(=O)c2ccc(C)cc2)cc1
 : -10%	-15%	0%	0.9	-3.3	-3%	-1	-3%
51	COCCN(C(=O)CSc1nnc(-c2ccncc2)n1C)c1c(N)n(CC(C)C)c(=O)[nH]c1=O
 : -3%	-7%	-5%	-1.8	-0.3	-3%	-9	17%
52	COC(=O)c1c(NC(=O)C2CC=CCC2C(=O)O)sc(C(N)=O)c1C (centres undefined)
 : -23%	2%	?	-1.3	0.0	-9%	-20	10%
53	Nc1c(N(Cc2ccccc2)C(=O)COc2cccc(Cl)c2)c(=O)[nH]c(=O)n1Cc1ccccc1
 : -5%	3%	-12%	-0.5	1.9	0%	-7	2%
54	Cc1ccc(S(=O)(=O)c2cc3ccccc3oc2=Nc2ccc3c(c2)OCO3)cc1
 : -9%	10%	-4%	2.0	2.6	13%	-1	7%
55	O=C(c1cncc(Br)c1)N1CCN(S(=O)(=O)c2ccccc2C(F)(F)F)CC1
 : 21µM*	9%	3%	0.7	-2.4	2%	5	3%
56	Cc1c(Cc2ccccc2)sc(NC(=O)C(C)(C)C)c1C(N)=O
 : 19µM*	?	-14%	0.8	0.1	8%	-3	8%
57	Cc1sc2nc(SCC(=O)O)[nH]c(=O)c2c1C
 : -5%	12%	-1%	1.1	-1.2	-6%	-21	4%
58	Cc1nn(C)c(C)c1CN(C)C(=O)CCCC(=O)O
 : -7%	-3%	3%[57.1 µM]	-0.7	-1.7	2%	3	-13%
59	Cc1ccc(S(=O)(=O)N2CN(CC3CCCO3)c3nc4ccccc4nc32)c(C)c1 (centres undefined)
 : -4%	-13%	-2%[11.6 µM]	-1.1	-0.8	6%	9	10%
60	Cc1ccccc1OCC(=O)Nc1nnc(C2CCCCC2)s1
 : 0%	-8%	7%	-1.1	0.0	0%	1	7%
61	CCc1ccc(NC(=O)CN(N=Nc2nonc2C)c2nonc2C)cc1
 : -6%	-1%	-6%	2.9	1.0	2%	-4	9%
62	COCc1ccc(C(=O)NCC2(N3CCCCC3)CCCCC2)cc1
 : 30µM*	-10%	-15%	-0.5	-0.5	8%	-16	-7%
63	CC1(C)CCC/C(=C\c2ccccc2)C1=O
 : -2%	-17%	4%	-1.2	-0.6	-4%	-7	-2%
